Bioassay records: PubChem, several laboratories
MRP-1 activ – H69AR viability gain despite doxorubicin, primary screen, MRP-1 activator project, H69AR cells, CellTiter-Glo | viability rescue | viability increase, % at 10 µM | 140,000 compounds, 0.61% hits | AID 799, 2007;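 active = viability gain under doxorubicin at or above a set limit, the compound median plus 3 SD, cut at about 4.7% in these data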;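 also: MRP-1 overexpressing cells given doxorubicin 25 µM after compound pretreatment; 18-22 h compound pretreatment then 72 h with doxorubicin before readout; 0% = doxorubicin-only wells and 100% = vehicle-treated cells without doxorubicin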
BB579 growth dn – growth inhibitors of yeast BB579 in restrictive medium, primary screen, yeast lifespan-shortening project, S. cerevisiae; OD615, 48 h; inhibition, % at 10 µM; 140,000 compounds, 0.51% hits; AID 804, 2007;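 active = inhibition above a set limit, 3 SD over the mean compound inhibition, cut at about 44% in these data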; also: inactives centre near -24
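Test system: S. cerevisiae DeaD strain BB579 yeast; Medium: restrictive CSMM-D medium; Compound: one dose, 10 µM compound with 0.25% DMSO; Incubation: 4 h cell preincubation, 48 h compound exposure, 30 °C humidified; Signal: OD at 615 nm; Benchmarks: amphotericin B at 10 µg/mL as positive control.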
bCat KO growth – primary screen for growth suppressors in beta-catenin knockout HCT116 cells (colon tumor, human). HCT116 beta-catenin knockout viability, CellTiter-Glo, 60 h; stronger effect = lower value. viability, % at 10 µM. 140,000 compounds, 1.5% hits. AID 818, 2007;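 active = viability at or under a set limit, the compound median less 4 SD, cut at about 6% in these data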;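 also: 0% = Hyamine 1622 control at 20 µM and 100% = untreated cell control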
Yeast life ext – compounds extending yeast replicative lifespan, primary screen, S. cerevisiae, OD615. S. cerevisiae growth with nicotinamide; deaD strain in restrictive glucose medium. 130,000 compounds, 0.68% hits. inhibition of the nicotinamide effect, % at 10 µM;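 active = inhibition above a set limit, placed 3 SD over the median of all compounds, cut at about 26% in these data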;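 also: 0% = nicotinamide-treated wells and 100% = cells grown without nicotinamide; some compounds called inactive have numbers as strong as hits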
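assay system = DeaD-strain S. cerevisiae | buffer or medium = restrictive glucose medium | reagent = 1.5 mM nicotinamide | compound = 10 µM single point, 0.25% DMSO | incubation = 48 h compound exposure at 30 °C, humidified | signal = OD615 measurement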
PTEN del growth – growth suppression of PTEN-null HCT116, primary screen, cell-based, CellTiter-Glo; HCT116 PTEN-null viability, 60 h; stronger effect = lower value; 140,000 compounds, 1.2% hits; viability, % at 10 µM;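 active = viability at or below a set limit, 4 SD under the median of all tested compounds, cut at about 3.7% in these data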;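 also: PTEN knockout HCT116 line with beta catenin targeted HCT116 as companion control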
E-sel TNF inh – E-selectin induction blockers in HUVEC – imaging, immunofluorescence, high content, primary screen. HUVEC TNFa-induced E-selectin immunofluorescence. 120,000 compounds, 0.71% hits. inhibition, % at 2 µM. AID 1246, 2008;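 active = inhibition above the batch mean plus 3 SD, and confirmed as a hit on visual image review, cut at about 43% in these data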;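 also: 0% = TNF-stimulated DMSO wells and 100% = unstimulated control wells; not every result past the cut was called active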
NPY Y2 blocker – NPY-Y2 receptor antagonists, primary screen, cell-based. Neuropeptide Y receptor type 2 (Homo sapiens), P49146. NPY-Y2 expressing cells, antagonist mode. inhibition, % at 2.7 µM. 140,000 compounds, 0.99% hits. AID 793, 2007; in the data active = inhibition above about 17%;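 also: 0% = vehicle with agonist challenge and 100% = reference antagonist with challenge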
Target sequence (P49146 whole entry, looked up): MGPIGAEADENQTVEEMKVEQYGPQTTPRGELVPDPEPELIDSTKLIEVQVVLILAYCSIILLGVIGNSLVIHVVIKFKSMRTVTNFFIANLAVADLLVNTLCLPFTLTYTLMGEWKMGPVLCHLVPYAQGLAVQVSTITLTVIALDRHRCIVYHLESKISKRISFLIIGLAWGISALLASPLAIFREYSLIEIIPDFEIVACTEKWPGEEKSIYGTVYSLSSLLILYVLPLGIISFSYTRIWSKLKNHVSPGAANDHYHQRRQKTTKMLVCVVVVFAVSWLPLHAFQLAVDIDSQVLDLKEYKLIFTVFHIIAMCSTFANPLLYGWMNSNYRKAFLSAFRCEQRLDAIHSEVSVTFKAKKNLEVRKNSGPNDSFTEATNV
Measles CPE – compounds protecting cells from measles virus cytopathic effect, primary screen, measles RdRp inhibitor project, single point, MLSMR library, absorbance | protection (pct of control), % at 4 µM | Measles virus-infected cells, CPE protection | 140,000 compounds, 1.5% hits | AID 841, 2007; in the data active = protection mostly above about 24%, no sharp cut-off; inactive = mostly below about 26%; also: some compounds called inactive have numbers as strong as hits
GALR2 blocker – GALR2 antagonists in receptor-expressing cells, primary screen. antagonist mode. inhibition, % at 4 µM. 140,000 compounds, 0.39% hits. AID 828, 2007; in the data active = inhibition above about 27%;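 also: cells stimulated with galanin 1-16 at roughly its EC80; 0% = agonist challenge control and 100% = basal control without agonist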
Target sequence (O43603 whole entry, looked up): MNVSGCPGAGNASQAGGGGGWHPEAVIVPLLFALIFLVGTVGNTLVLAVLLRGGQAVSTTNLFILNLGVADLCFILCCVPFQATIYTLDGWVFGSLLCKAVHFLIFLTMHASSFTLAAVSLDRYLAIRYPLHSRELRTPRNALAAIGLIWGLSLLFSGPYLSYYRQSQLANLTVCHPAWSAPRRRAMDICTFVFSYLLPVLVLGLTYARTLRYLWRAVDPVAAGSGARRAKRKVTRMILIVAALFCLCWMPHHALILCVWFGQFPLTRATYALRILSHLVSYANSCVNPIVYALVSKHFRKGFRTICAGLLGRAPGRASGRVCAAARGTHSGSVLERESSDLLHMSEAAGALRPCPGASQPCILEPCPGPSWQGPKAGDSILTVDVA
Phagocyt inh – inhibitors of macrophage phagocytosis, primary screen, imaging, J774A.1 cells, IgG beads. 110,000 compounds, 0.07% hits. AID 1029, 2008. J774A.1 macrophage IgG-bead phagocytosis. inhibition, % at 5 µM;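 active = inhibition above the mean of the plate negative controls plus 5 SD, cut at about 13% in these data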;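 also: phagocytic index as fraction of beads internalized from green versus red external bead signal; plate controls were DMSO negative control for no effect and cytochalasin-D positive control for full effect; some results beyond the cut were filed as inactive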
An asterisk follows results filed as active; . = no result given. Outcome played no part in choosing rows; about 6.1% have a hit in one of these screens.

SMILES	MRP-1 activ	BB579 growth dn	bCat KO growth	Yeast life ext	PTEN del growth	E-sel TNF inh	NPY Y2 blocker	Measles CPE	GALR2 blocker	Phagocyt inh
COc1ccc(NC(=O)C2CC(=O)n3cnnc3S2)cc1 (centres undefined)	-1.0	-28	91	-9	102	8	4	8	-9	0
CCOC(=O)c1c(-c2ccc(OC)cc2)csc1NC(=O)COc1ccc2c(C)cc(=O)oc2c1	-4.4	-19	34	0	35	17	2	9	-2	-6
Cc1cc(C)cc(-n2c(=O)c3sccc3n(CC(=O)NCc3ccco3)c2=O)c1	-2.3	-19	95	-3	107	-23	2	8	8	0
COCCCNC(=S)NC(=O)c1ccc(C)cc1	-2.4	-16	89	-5	89	.	2	9	19	0
O=C(Nc1ccc2oc(-c3ccccc3)nc2c1)c1ccc2c(c1)OCCO2	0.9	-37	62	-22	75	-8	14	5	-4	1
Cc1ccc2[nH]c(=O)c(CN(CC3CCCO3)C(=O)c3ccncc3)cc2c1 (centres undefined)	-1.2	-48	97	-3	110	-6	3	2	5	0
CCC(C)NC(=O)c1cnn2c1NC(c1ccc3c(c1)OCO3)CC2C(F)(F)F (centres undefined)	-0.7	-38	85	-12	85	-9	13	10	8	.
OC(CNCC1COc2ccccc2O1)COCc1cccs1 (centres undefined)	-2.3	-25	89	-10	88	-6	5	13	0	.
Cc1cc(Br)ccc1NC(=O)C(C)c1ccc([N+](=O)[O-])cc1 (centres undefined)	2.3	-41	83	6	76	.	7	6	1	-3
C=CCOc1ccc(CNc2nccs2)cc1	-2.2	-34	96	.	102	9	-2	6	4	.
Cc1cc(C)c(S(=O)(=O)N2CCCCC2)c(C)c1N(C)S(=O)(=O)c1ccccc1	-4.0	-2	77	-10	77	5	13	4	0	.
CC(C)C(=O)Nc1ccc(S(=O)(=O)Nc2nccc(/C=C/c3ccccc3)n2)cc1	-3.1	-40	93	0	103	.	4	36	3	.
Cc1ccc(S(=O)(=O)N2CCCCC2)cc1NC(=O)COC(=O)Cc1ccc(Cl)cc1	-1.2	-9	85	2	89	.	2	7	1	-5
O=C(N/N=C/c1ccc(O)cc1)/C(=C/c1ccc([N+](=O)[O-])cc1)NC(=O)c1ccccc1	-2.2	6	101	-9	89	.	3	6	-16	0
Cc1ccc(/C=N/NC(=O)C2CCN(Cc3ccc(F)cc3Cl)CC2)o1	-3.5	-21	79	-12	83	-19	0	3	6	0
CCOC(=O)CSc1nc2c(sc3ccc([N+](=O)[O-])cc32)c(=O)n1Cc1ccco1	-2.9	-30	76	3	74	.	6	16	-7	-2
O=C1CN(C(=O)CSc2nnc(C3CC3)n2-c2ccccc2)c2ccccc2N1	-2.8	-13	90	-4	96	-3	0	8	2	1
COc1ccc(N2C(=O)CC(SCC(=O)O)C2=O)cc1 (centres undefined)	0.8	-27	93	.	98	16	3	2	5	.
CCNc1nc(NCC)nc(Nn2cnnc2)n1	0.5	-26	90	-5	83	0	2	4	-19	-1
N#CC1=C(N)NC(SCc2ccccc2)=C(C#N)C12CCCCC2	-5.3	-27	16	-6	37	30	-3	5	-1	1
Cc1cc(C)c(NC(=O)CS(=O)CC(=O)NCC2CCCO2)c(C)c1 (centres undefined)	-3.0	-35	95	-1	100	.	0	6	8	1
COc1ccc(CN(Cc2cccnc2)C(=S)NCCc2ccccc2)cc1OC	-3.9	-19	87	-11	92	-57	2	3	-12	.
CCCNC(=S)N1CCN(CC)CC1	-0.5	-6	100	2	98	.	0	29	6	-6
CCCCCCCCCn1cc(C(C)=O)c(=O)[nH]c1=O	-0.3	-40	73	-13	80	1	0	8	-7	.
O=C(CSc1nc(-c2ccccc2F)nc2nc[nH]c12)Nc1c(Cl)cc(Cl)cc1Cl	0.4	-37	101	2	102	.	0	8	4	-9
Cc1ccc(N2C(=O)c3ccccc3C2Nc2cccnc2)nc1 (centres undefined)	-3.0	-20	89	18	86	.	1	5	2	0
CC1CCN(S(=O)(=O)c2ccc(NC(=O)CN3CCCC(C)C3)cc2)CC1 (centres undefined)	-1.8	13	25	-11	34	.	3	3	-14	-2
FC(F)(F)c1ccccc1Nc1nccs1	0.6	-8	84	-8	90	1	0	27	3	0
CN(C)c1ccc(/C=N/N=C/c2ccccc2O)cc1	1.5	-28	90	-2	88	.	0	10	22	-3
CN1CCN(NC(=O)c2ccc(Cl)cc2Cl)CC1	-1.4	-3	88	-1	92	.	0	21	4	2
CCOC(=O)c1[nH]c2ccc(OC)cc2c1NC(=O)c1nonc1C	-0.3	-49	95	-5	100	-20	0	7	-8	-1
CC(CC(=O)NCC1CCCO1)c1ccccc1 (centres undefined)	4.4	-1	95	-1	94	.	1	3	-5	-8
COc1ccc(NC(=O)Nc2ncn(Cc3cccc(C(F)(F)F)c3)n2)cc1OC	-1.9	-55	75	-12	84	12	0	6	-14	1
C=CCSC1=N/C(=C\c2ccc(C)o2)C(=O)S1	-1.6	-55	91	-11	97	10	0	7	-11	0
COc1cc(Sc2ccc(C)cc2)c(OC)cc1N	-5.1	-23	28	-12	33	-1	1	4	-9	-3
CCOc1ccc(N2CC(C(=O)NCc3ccc(F)cc3)CC2=O)cc1 (centres undefined)	-0.8	-11	86	5	87	.	0	21	5	-1
CC(NC(=O)C1CCC1)c1ccc2c(c1)OCO2 (centres undefined)	-1.0	-38	87	5	97	-27	1	1	1	-2
Cc1ccc(O)c(-c2cc(C(=O)Nc3ccc(S(=O)(=O)N4CC(C)OC(C)C4)cc3)[nH]n2)c1 (centres undefined)	-1.2	-71	33	-3	26	-13	-3	15	4	0
CN1CCN(Cc2cc(COCc3ccccc3)c3cccnc3c2O)CC1	-6.4	51*	1.1*	-3	0.8*	.	0	0	24	0
CC(=O)Nc1ccc(SCC(=O)Nc2ccccc2Oc2ccccc2)cc1	-2.7	4	86	-4	87	.	1	6	10	-9

4 entries from above, with each value named:
O=C(Nc1ccc2oc(-c3ccccc3)nc2c1)c1ccc2c(c1)OCCO2
  MRP-1 activ = 0.9
  BB579 growth dn = -37
  bCat KO growth = 62
  Yeast life ext = -22
  PTEN del growth = 75
  E-sel TNF inh = -8
  NPY Y2 blocker = 14
  Measles CPE = 5
  GALR2 blocker = -4
  Phagocyt inh = 1
Cc1ccc2[nH]c(=O)c(CN(CC3CCCO3)C(=O)c3ccncc3)cc2c1 (centres undefined)
  MRP-1 activ = -1.2
  BB579 growth dn = -48
  bCat KO growth = 97
  Yeast life ext = -3
  PTEN del growth = 110
  E-sel TNF inh = -6
  NPY Y2 blocker = 3
  Measles CPE = 2
  GALR2 blocker = 5
  Phagocyt inh = 0
CCC(C)NC(=O)c1cnn2c1NC(c1ccc3c(c1)OCO3)CC2C(F)(F)F (centres undefined)
  MRP-1 activ = -0.7
  BB579 growth dn = -38
  bCat KO growth = 85
  Yeast life ext = -12
  PTEN del growth = 85
  E-sel TNF inh = -9
  NPY Y2 blocker = 13
  Measles CPE = 10
  GALR2 blocker = 8
  Phagocyt inh = .
OC(CNCC1COc2ccccc2O1)COCc1cccs1 (centres undefined)
  MRP-1 activ = -2.3
  BB579 growth dn = -25
  bCat KO growth = 89
  Yeast life ext = -10
  PTEN del growth = 88
  E-sel TNF inh = -6
  NPY Y2 blocker = 5
  Measles CPE = 13
  GALR2 blocker = 0
  Phagocyt inh = .

More structures
SMILES	MRP-1 activ	BB579 growth dn	bCat KO growth	Yeast life ext	PTEN del growth	E-sel TNF inh	NPY Y2 blocker	Measles CPE	GALR2 blocker	Phagocyt inh
O=C(C1CCN(S(=O)(=O)N2CCC3(CC2)OCCO3)CC1)N1CCOCC1	-0.1	-17	96	-3	100	-10	-3	1	0	0
Cc1ccc(C(=O)COc2ccccc2-c2ccccc2)cc1	-1.2	-3	101	-5	91	1	6	15	-17	-1
CC(C)(C)n1nnnc1C(c1cccc(C#N)c1)N1CCCc2ccccc21 (centres undefined)	-1.5	-33	56	-6	48	.	6	5	-14	-1
Cc1ccc(-c2nnn(CC(=O)N(CC3CCCO3)C(C(=O)NC3CCCCC3)c3ccc(F)cc3)n2)o1 (centres undefined)	-1.9	-20	81	-9	92	-2	2	1	6	0
O=C(N/N=C\c1ccc(CNS(=O)(=O)c2ccccc2)o1)C(=O)Nc1ccc(F)cc1	1.2	-31	81	5	86	.	-1	25	13	-8
OC1CCCN(c2c3c(nc4cc(-c5cccc(Cl)c5)nn24)CCC3)C1 (centres undefined)	2.2	-26	55	-18	58	-11	-1	24	19	.
Cc1ccc(NC(=O)CSc2nnc(Cn3c(=O)sc4ccccc43)n2C)cc1	-2.7	-19	92	-2	95	-11	3	7	-10	.
Cc1ccc(C)c(NC(=O)C2CC(O)CN2C(=O)OC(C)(C)C)c1 (centres undefined)	-1.5	-9	95	-1	96	.	1	5	-7	.
CSCc1ccc(C(=O)NCc2ccccc2)cc1	-3.2	-23	87	-2	95	0	0	13	3	-8
CCOC(=O)c1ccc(CS(=O)c2ccc(Cl)cc2)o1 (centres undefined)	-1.9	-19	104	-24	90	8	3	19	9	.

Overlap with the part before: 4 compounds, followed by the next part.
SMILES	MRP-1 activ	BB579 growth dn	bCat KO growth	Yeast life ext	PTEN del growth	E-sel TNF inh	NPY Y2 blocker	Measles CPE	GALR2 blocker	Phagocyt inh
Cc1ccc(NC(=O)CSc2nnc(Cn3c(=O)sc4ccccc43)n2C)cc1	-2.7	-19	92	-2	95	-11	3	7	-10	.
Cc1ccc(C)c(NC(=O)C2CC(O)CN2C(=O)OC(C)(C)C)c1 (centres undefined)	-1.5	-9	95	-1	96	.	1	5	-7	.
CSCc1ccc(C(=O)NCc2ccccc2)cc1	-3.2	-23	87	-2	95	0	0	13	3	-8
CCOC(=O)c1ccc(CS(=O)c2ccc(Cl)cc2)o1 (centres undefined)	-1.9	-19	104	-24	90	8	3	19	9	.
O=C(CCS(=O)(=O)c1ccc(Br)s1)N1CCc2ccccc21	-5.0	-13	79	-5	75	.	4	23	9	-1
Cc1ccc(N(C(C)C(=O)Nc2ccc3c(c2)OCO3)S(C)(=O)=O)cc1 (centres undefined)	-0.9	-20	99	-8	104	0	3	4	-6	3
CCc1cc2cccc(C)c2nc1SCC(=O)NNC(=O)c1ccco1	-1.1	-33	94	0	103	12	9	12	-6	0
CCOC(=O)C1(Nc2nccs2)Sc2ccccc2NC1=O (centres undefined)	-5.8	-5	19	3	21	-7	6	3	-2	1
CCCCNC(=O)C1CCN(Cc2ccccn2)CC1	-0.6	-18	112	0	99	.	2	10	12	.
C/C(=C\C(=O)c1cccnc1)Nc1ccc(O)cc1	-4.2	-18	97	-2	95	.	4	21	11	0
